GRK2 aptamer HTS: compounds blocking aptamer binding on GRK2 – biochemical, human GRK2, bead flow cytometry, HTS, primary screen. Beta-adrenergic receptor kinase 1 (Homo sapiens), P25098. FAM-aptamer displacement from GRK2. inhibition of aptamer binding, % at 10 µM. 0.59% of 330,000 active;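 active = inhibition of aptamer binding above 40%, roughly 3 SD of noise, on plates passing a quality check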;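 also: median bead fluorescence of bound FAM aptamer so fluorescent compounds give negative values; no value below 0 was filed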
GLD-1 RNA inh: GLD-1/TGE RNA complex disruptors, primary screen, biochemical, fluorescence polarization | Female germline-specific tumor suppressor gld-1 (Caenorhabditis elegans), Q17339 | inhibition, % at 5.96 µM | purified GLD-1 + fluorescein TGE RNA | 0.44% of 320,000 active;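 active = percent inhibition above a per-plate cutoff, the plate mean of test compounds plus 3 SD, cut at about 30% in these data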;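 also: 0% = DMSO wells with GLD-1 and probe and 100% = wells lacking GLD-1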
Target sequence (Q17339 whole entry, looked up): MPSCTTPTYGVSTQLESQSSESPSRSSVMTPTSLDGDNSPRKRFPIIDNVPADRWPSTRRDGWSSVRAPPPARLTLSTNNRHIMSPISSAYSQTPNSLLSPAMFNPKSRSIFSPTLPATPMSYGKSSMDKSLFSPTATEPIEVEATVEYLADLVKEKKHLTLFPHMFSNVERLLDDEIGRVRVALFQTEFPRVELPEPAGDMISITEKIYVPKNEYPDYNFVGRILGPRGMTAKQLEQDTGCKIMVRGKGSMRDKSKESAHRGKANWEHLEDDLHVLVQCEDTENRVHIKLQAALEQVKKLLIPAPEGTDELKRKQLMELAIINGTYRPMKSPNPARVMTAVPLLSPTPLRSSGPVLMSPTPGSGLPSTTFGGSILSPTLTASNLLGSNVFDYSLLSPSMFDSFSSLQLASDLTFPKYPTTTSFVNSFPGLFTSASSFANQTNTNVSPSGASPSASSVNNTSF
Bcl-xL primary: inhibitors of human Bcl-xL, primary screen, biochemical, fluorescence polarization, HTS; Bcl-2-like protein 1 (Homo sapiens), Q07817; GST-Bcl-xL / FITC-Bim BH3 peptide fluorescence polarization; inhibition, % at 10.9 µM; 0.7% of 320,000 active;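 active = inhibition above the mean of all tested compounds plus 3 SD, cutoff set per campaign, cut at about 30% in these data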;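 also: 0% = DMSO wells and 100% = unlabeled Bim-BH3 peptide competitor; inhibitors lower millipolarization by displacing the labeled peptide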
AGP1 TOR yeast: modulators of AGP1-GFP expression in yeast TOR pathway, primary screen, cell-based, multiplex flow cytometry, S. cerevisiae, MLPCN library; 3 h; GFP as percent of DMSO wells; GFP response vs DMSO, % at 10 µM; 0.02% of 320,000 active; AID 2066, 2009;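 active = GFP response relative to DMSO above a set limit, near screen average plus 3 SD, cut at about 150% in these data; inconclusive = fewer than 70 cells counted for the yeast strain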;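 also: median GFP channel fluorescence of the gated AGP1 strain per well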
VLA-4 inh: inhibition in human VLA-4 binding assay, primary screen, VLA-4 allosteric modulator project, MLPCN library, flow cytometry, VLA-4 expressing cells | ligand binding flow cytometry | inhibition, % (about 7 µM as worked out from the volumes in the protocol) | 0.2% of 330,000 active | Integrin alpha-4 (Homo sapiens), P13612; in the data active = inhibition above about 50%
MCL1-BIM inh: inhibitors of MCL1 binding to BIM-BH3, primary screen, biochemical, fluorescence polarization; Induced myeloid leukemia cell differentiation protein Mcl-1 (Homo sapiens), Q07820; GST-MCL1 / FITC-Bim-BH3 fluorescence polarization; inhibition, % at 10.9 µM; 0.68% of 320,000 active;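 active = inhibition above the mean inhibition of all tested compounds plus 3 SD, set per campaign, cut at about 40% in these data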;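 also: 0% = DMSO wells and 100% = unlabeled Bim-BH3 peptide control; higher means more loss of mP so more displacement of Bim peptide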
Target sequence (Q07820 whole entry, looked up): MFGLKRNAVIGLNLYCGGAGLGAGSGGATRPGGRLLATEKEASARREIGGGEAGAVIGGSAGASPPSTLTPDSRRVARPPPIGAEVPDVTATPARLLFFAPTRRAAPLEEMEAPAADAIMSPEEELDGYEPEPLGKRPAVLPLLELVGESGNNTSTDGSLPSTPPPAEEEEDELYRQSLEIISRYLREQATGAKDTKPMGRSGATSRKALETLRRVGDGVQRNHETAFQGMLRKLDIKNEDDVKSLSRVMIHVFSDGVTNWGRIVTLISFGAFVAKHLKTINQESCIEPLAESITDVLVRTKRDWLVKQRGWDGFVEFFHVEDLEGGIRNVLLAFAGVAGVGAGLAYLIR
MEX-5 binding: MEX-5 zinc finger RNA-binding disruptors – biochemical, C. elegans, fluorescence polarization, MLPCN library, primary screen; Zinc finger protein mex-5 (Caenorhabditis elegans), Q9XUB2; MEX-5/FITC-TCR2 RNA binding; hits give low values; activity score (negative = inhibition of binding), % at 10 µM; 0.38% of 300,000 active; AID 1832, 2009;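 active = inhibition past about -25% in most replicates, and total fluorescence under double the plate's negative control median, limit read from the data; inconclusive = replicates evenly split on the limit, or fluorescence at least double controls; inactive = too little inhibition in most replicates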;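 also: 0% = DMSO and -100% = 5 µM competing unlabeled TCR2 RNA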
CIT2-GFP yeast: modulators of CIT2-GFP expression in yeast, primary screen, S. cerevisiae, GFP fusion, multiplex flow cytometry, MLPCN library. S. cerevisiae CIT2-GFP strain, 3 h; 100 means same as DMSO wells. GFP response vs DMSO, % at 10 µM. 0.065% of 320,000 active;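 active = GFP response relative to DMSO above a set limit, near the screen mean plus 3 SD, cut at about 150% in these data; inconclusive = Fewer than 70 cells measured for a yeast strain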;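 also: ratio of well median GFP fluorescence to mean of DMSO wells on the plate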
CR mimetic SO: reduction of superoxide in aged yeast, primary screen, HTS; superoxide response (% of plate mean), % at 10 µM; 0.18% of 330,000 active; S. cerevisiae aged cells, superoxide DHE fluorescence; hits give low values; AID 2690, 2010;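 active = superoxide response under a set limit, about three screen SD below normal, cut at about 65% in these data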;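 also: yeast aged for seven days with compound at 30 °C before DHE staining; 100% = average MFI of all compound-treated wells on the plate with controls excluded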
* hit, by the source's call; ? = inconclusive; nt = not tested or not shown.

1: CC(C)c1ccc(-n2nnnc2SCC(=O)NC2CC2)cc1
2: COc1ccc(-n2c(SCC(=O)NCc3ccco3)nnc2-c2c[nH]c3ccccc23)cc1
3: Clc1ccc(-c2cn(-c3ccccc3)c3[n+]2CCS3)cc1
4: COc1ccc(/C=C/C(=O)O)cc1S(=O)(=O)N1CCCCC1
5: CCOc1ccc(NC(=O)CC2Nc3ccccc3NC2=O)cc1 (stereo not given)
6: CCOc1ccccc1NC(=O)CCS(=O)(=O)c1cccs1
7: COc1ccc(Cl)cc1NC(=O)C(C)N(C)Cc1cccc(Cl)c1Cl (stereo not given)
8: CC(C)(C)NC(=O)NC(=O)CN1CCCCCCC1

Compound | 1 | 2 | 3 | 4 | 5 | 6 | 7 | 8
Bcl-xL primary | 1.0 | 1.6 | 5.0 | 1.1 | 4.0 | 4.8 | 3.6 | 0.0
MEX-5 binding | nt | 2.2 | 2.7 | -4.2 | 0.4 | 2.0 | 0.9 | -1.1
VLA-4 inh | 4.2 | -2.8 | -6.0 | 1.6 | 9.3 | 4.6 | 10.0 | 1.6
GRK2 aptamer HTS | 0.0 | 1.0 | 0.0 | 5.0 | 0.0 | 1.0 | 6.0 | 0.0
MCL1-BIM inh | 0.9 | -5.3 | -1.8 | 1.8 | -3.1 | 6.1 | 2.0 | 3.7
GLD-1 RNA inh | 0.3 | 1.7 | 0.6 | 1.4 | 2.9 | 0.6 | 0.3 | -2.9
CIT2-GFP yeast | 99.2 | 114.9 | 101.8 | 107.3 | 103.3 | 101.1 | 98.2 | ?
CR mimetic SO | 94.0 | 101.7 | 105.1 | 90.3 | 98.8 | 112.0 | 103.5 | 110.8
AGP1 TOR yeast | 94.8 | 111.9 | 105.6 | 105.0 | 100.0 | 102.7 | 108.9 | ?

Ordered by SMILES length (lowest first): some entries from above
8: CC(C)(C)NC(=O)NC(=O)CN1CCCCCCC1
6: CCOc1ccccc1NC(=O)CCS(=O)(=O)c1cccs1
5: CCOc1ccc(NC(=O)CC2Nc3ccccc3NC2=O)cc1 (stereo not given)
3: Clc1ccc(-c2cn(-c3ccccc3)c3[n+]2CCS3)cc1
7: COc1ccc(Cl)cc1NC(=O)C(C)N(C)Cc1cccc(Cl)c1Cl (stereo not given)
2: COc1ccc(-n2c(SCC(=O)NCc3ccco3)nnc2-c2c[nH]c3ccccc23)cc1

Compound | 8 | 6 | 5 | 3 | 7 | 2
Bcl-xL primary | 0.0 | 4.8 | 4.0 | 5.0 | 3.6 | 1.6
MEX-5 binding | -1.1 | 2.0 | 0.4 | 2.7 | 0.9 | 2.2
VLA-4 inh | 1.6 | 4.6 | 9.3 | -6.0 | 10.0 | -2.8
GRK2 aptamer HTS | 0.0 | 1.0 | 0.0 | 0.0 | 6.0 | 1.0
MCL1-BIM inh | 3.7 | 6.1 | -3.1 | -1.8 | 2.0 | -5.3
GLD-1 RNA inh | -2.9 | 0.6 | 2.9 | 0.6 | 0.3 | 1.7
CIT2-GFP yeast | ? | 101.1 | 103.3 | 101.8 | 98.2 | 114.9
CR mimetic SO | 110.8 | 112.0 | 98.8 | 105.1 | 103.5 | 101.7
AGP1 TOR yeast | ? | 102.7 | 100.0 | 105.6 | 108.9 | 111.9

Additional results follow.
9: COc1ccccc1CN1CCC(n2nccc2NC(=O)CCc2ccccc2)CC1
10: Cc1cc(C)n(Cc2ccc(F)cc2)c(=O)c1C#N
11: O=C(c1ccco1)N1CCN(c2ccnc3cc(Cl)ccc23)CC1
12: CCC(=O)Nc1cc2nn(-c3ccccc3)nc2cc1Cl
13: O=C(Cc1ccccc1)Nc1ccccc1C(=O)N1CCN(c2ccccc2)CC1
14: Cc1c(OCC(=O)NCC2CCC(C(=O)O)CC2)ccc2c(-c3ccccc3)cc(=O)oc12 (stereo not given)
15: Fc1ccc(F)c(C2=NNC(=Nc3ccccc3F)SC2)c1
16: CCCNC(=O)C1CCN(S(=O)(=O)c2cccs2)CC1

Compound | 9 | 10 | 11 | 12 | 13 | 14 | 15 | 16
Bcl-xL primary | 2.0 | 1.9 | 5.9 | -0.8 | 0.2 | 5.1 | 4.9 | 3.7
MEX-5 binding | 0.7 | -3.3 | -1.3 | 0.4 | 1.3 | -0.7 | 0.5 | 1.8
VLA-4 inh | 2.6 | -8.2 | 11.5 | -8.2 | 9.9 | 0.0 | -2.4 | -9.6
GRK2 aptamer HTS | 0.0 | 0.0 | 0.0 | 0.0 | 0.0 | 2.0 | 6.0 | 1.0
MCL1-BIM inh | -1.8 | 3.5 | 3.5 | 1.1 | -0.8 | 5.3 | 17.5 | -0.1
GLD-1 RNA inh | 1.3 | 4.5 | 6.2 | 10.6 | 6.0 | 5.6 | -1.4 | 0.6
CIT2-GFP yeast | 102.4 | 114.2 | 101.6 | 96.2 | 96.5 | 97.0 | 118.5 | 96.8
CR mimetic SO | 117.4 | 101.4 | 101.0 | 114.0 | 102.1 | 104.3 | 95.3 | 88.1
AGP1 TOR yeast | 97.5 | 99.2 | 99.5 | 96.8 | 95.9 | 103.2 | 109.4 | 98.2

17: Cc1ccc(-n2c(-c3cc(C)n(C)n3)n[nH]c2=S)cc1
18: CCCCC(=O)Nc1ccc(NC(=O)C2CC2)nc1
19: Cc1nc2c(C(=O)NCCC(C)C)c[nH]n2c(=O)c1Cl
20: CCOc1ccc(Oc2ccccc2NC(=O)CSCC(=O)Nc2cc(C)on2)cc1
21: Cc1c(NC(=O)C2C3C=CC(C3)C2C(=O)O)c(=O)n(-c2ccccc2)n1C (stereo not given)
22: COc1ccc(CNC(=O)Cn2nc([N+](=O)[O-])cc2C)cc1
23: CN(C)c1ccc(C(=O)Nc2ccc(S(=O)(=O)Nc3nccs3)cc2)cc1
24: CCCN(Cc1cc2cc(OC)ccc2[nH]c1=O)C(=O)c1ccco1

Compound | 17 | 18 | 19 | 20 | 21 | 22 | 23 | 24
Bcl-xL primary | -3.7 | 4.5 | 5.4 | 4.4 | -3.2 | 7.7 | 1.4 | 3.2
MEX-5 binding | 0.3 | -0.9 | 1.7 | 0.0 | 1.6 | -1.4 | -1.5 | -2.1
VLA-4 inh | -1.3 | 12.5 | -2.0 | 30.2 | 13.1 | 22.5 | -5.8 | 9.7
GRK2 aptamer HTS | 0.0 | 0.0 | 2.0 | 0.0 | 26.0 | 0.0 | 0.0 | 3.0
MCL1-BIM inh | -5.5 | 0.8 | 8.4 | 5.0 | -7.0 | 6.3 | 2.0 | 6.2
GLD-1 RNA inh | 3.8 | 0.6 | -3.5 | -1.9 | 6.0 | 2.4 | 1.1 | 4.3
CIT2-GFP yeast | 98.0 | 98.6 | 104.9 | 103.6 | 99.7 | 97.6 | 110.5 | 99.6
CR mimetic SO | 100.5 | 88.2 | 89.1 | 100.0 | 85.5 | 93.5 | 87.0 | 95.1
AGP1 TOR yeast | 98.1 | 103.1 | 99.8 | 104.1 | 100.7 | 103.3 | 98.3 | 105.7

25: Cc1cc(N2C(=O)C(O)=C(C(=O)c3cc4ccccc4o3)C2c2ccc([N+](=O)[O-])cc2)no1 (stereo not given)
26: CC(=O)Nc1nc2ccc(-c3nc4ccccc4o3)cc2s1
27: CCN(CC(=O)Nc1ccccc1OC)C(=O)CN1C(=O)NC(C)(c2ccc(C)cc2)C1=O (stereo not given)
28: Cn1c(=O)c2ccccc2n(CC(=O)NCCC2=CCCCC2)c1=O

Compound | 25 | 26 | 27 | 28
Bcl-xL primary | 3.0 | 1.1 | 3.4 | 2.6
MEX-5 binding | -4.7 | -2.8 | nt | 0.8
VLA-4 inh | -5.0 | -7.2 | -8.9 | -3.1
GRK2 aptamer HTS | 2.0 | 3.0 | 2.0 | 1.0
MCL1-BIM inh | 3.4 | 1.2 | 4.6 | 4.1
GLD-1 RNA inh | -0.4 | 4.0 | 4.0 | 2.7
CIT2-GFP yeast | 91.5 | 83.3 | 101.3 | 98.8
CR mimetic SO | 138.3 | 97.6 | 108.8 | 87.2
AGP1 TOR yeast | 97.5 | 76.2 | 100.8 | 91.1

Given in markdown: part of the list above.
| No. | Molecule | Bcl-xL primary | MEX-5 binding | VLA-4 inh | GRK2 aptamer HTS | MCL1-BIM inh | GLD-1 RNA inh | CIT2-GFP yeast | CR mimetic SO | AGP1 TOR yeast |
| --- | --- | --- | --- | --- | --- | --- | --- | --- | --- | --- |
| 27 | CCN(CC(=O)Nc1ccccc1OC)C(=O)CN1C(=O)NC(C)(c2ccc(C)cc2)C1=O (stereo not given) | 3.4 | nt | -8.9 | 2.0 | 4.6 | 4.0 | 101.3 | 108.8 | 100.8 |
| 28 | Cn1c(=O)c2ccccc2n(CC(=O)NCCC2=CCCCC2)c1=O | 2.6 | 0.8 | -3.1 | 1.0 | 4.1 | 2.7 | 98.8 | 87.2 | 91.1 |

Bioassay records from PubChem.

Hits appear at their usual frequency; about 2.1% have a hit in one of these screens.
